# Screening results as filed in PubChem BioAssay.
# H1N1 NS1A inhibition: H1N1 influenza NS1A inhibitors, functional cell based assay (AID 504329); NS1A functional cell-based assay, percent inhibition; higher % means a stronger effect; inhibition, % at 12.5 µM; hits with a dose series show IC50 in µM; hit rate 0.3% among 340,000; in the data active = a potency from the dose series; inconclusive = inhibition above about 27% without an active follow-up result; note: strong numbers were not always called active
# M. tuberculosis: growth inhibition of non-replicating M. tuberculosis (AID 488890); Mycobacterium tuberculosis non-replicating, growth inhibition; higher % means a stronger effect; inhibition, % at 25 µM, or IC50 in µM where a hit was titrated; hit rate 0.39% among 320,000; in the data active = a potency from the dose series; inconclusive = inhibition mostly from about 82% at the one dose, without a potency; inactive = the rest, 99 in 100 with inhibition below about 76%;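 note: plate controls were DMSO cells for no effect and high antibiotic wells for full effect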
# inhibitors of VEEV: inhibitors of VEEV TC-83 cytopathic effect, confirmation, Vero cells (AID 588727). inhibition, % at 20 µM; hits with a dose series show IC50 in µM. Vero cells, VEEV TC-83 cytopathic effect inhibition; higher % means a stronger effect. hit rate 0.13% among 350,000; in the data active = a potency from the dose series; inconclusive = inhibition mostly from about 14% at the one dose, without a potency; inactive = the rest, 99 in 100 with inhibition below about 12%; note: strong numbers were not always called active
# H37Rv inhibition: M. tuberculosis growth inhibition, HTS (AID 449762). M. tuberculosis H37Rv growth inhibition, 7H9 media; higher % means a stronger effect. one-dose inhibition, % at 25 µM; IC50 in µM for titrated hits. hit rate 0.59% among 330,000; in the data active = a potency from the dose series; inconclusive = inhibition above about 70% without an active follow-up result;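 note: bacterial growth assessed after seven days of incubation; strong numbers were not always called active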
# Salmonella PhoP GFP: PhoP regulon inhibitors, Salmonella typhi PhoP promoter GFP reporter, confirmatory (AID 1850). one-dose inhibition, % at 50 µM; IC50 in µM for titrated hits. Salmonella Typhi PhoP-promoter GFP reporter, fluorescence, 4 h; higher % means a stronger effect. hit rate 0.33% among 310,000; in the data active = a potency from the dose series; inconclusive = inhibition mostly from about 25% at the one dose, without a potency; inactive = the rest, 99 in 100 with inhibition below about 19%;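 note: 0% = induced wells with vehicle and 100% = uninduced wells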
# inhibitors of VEEV 10K pilot screen: second read-out of inhibitors of VEEV, no call of its own (marks repeat the call); inhibition, %; measured here: 10K pilot screen inhibition
# An asterisk follows results filed as active; i = inactive; ? = inconclusive; · = not tested or not shown. Rows were taken by chance; overall some 1.5% were active at least once.
SMILES,H1N1 NS1A inhibition,M. tuberculosis,inhibitors of VEEV,H37Rv inhibition,Salmonella PhoP GFP,others
CC(C)CC(c1nnnn1CC1CCCO1)N1CCN(C2CCCC2)CC1 (stereo not given),-2%,·,i,·,·,
O=S(=O)(NCc1ccccn1)C(F)(F)F,-12%,?,0.9%,?,-3%,
COc1ccc(S(=O)(=O)n2nc(OC(=O)C3CCCCC3)cc2N)cc1,4%,-10%,4.0%,-2%,13%,
CC1CN(CC(=O)NN=C(c2ccccc2)c2ccccc2)CC(C)O1 (stereo not given),-6%,1%,2.3%,-6%,-2%,
Cc1ccccc1C(=O)c1c[nH]c(C(=O)N=CN(C)C)c1,-7%,6%,2.4%,3%,3%,
CC(C)Oc1ccc(C(=O)OCC(=O)NCCNC(=O)COC(=O)c2ccc(OC(C)C)cc2)cc1,2%,11%,1.5%,-2%,-10%,
CCCc1nnc(NC(=O)c2nc(S(=O)(=O)Cc3cccc(C)c3)ncc2Cl)s1,-2%,64%,?,4%,7%,
O=C(NCC1COc2ccccc2O1)C1CCN(S(=O)(=O)c2cccc3nsnc23)CC1 (stereo not given),7%,-8%,5.9%,-3%,10%,
O=C(c1ccccc1)C1CCN(C(=O)c2ccco2)CC1,8%,-16%,i,-19%,0%,
COc1ccc(C(=O)N2CCOCC2)cc1Br,-5%,0%,6.4%,4%,-7%,
CC(C)CNC(=O)C(=O)N/N=C/c1cccs1,-15%,7%,5.7%,-3%,5%,inhibitors of VEEV 10K pilot screen=0.4
COc1ccc(NS(=O)(=O)c2cc(C(=O)N3CCN(C/C=C/c4ccccc4)CC3)ccc2C)cc1,2%,30%,3.9%,-11%,-1%,
CO/N=C/C(C#N)=C/c1ccc(OC)cc1,-3%,12%,0.5%,2%,-5%,
O=C(Cn1c(S(=O)(=O)Cc2ccccc2)nc2ccccc21)N1CCCCC1,-17%,-1%,0.7%,-6%,1%,inhibitors of VEEV 10K pilot screen=1.0
Cc1cc(C)n(CC(C)NC(=O)c2cc(COc3ccc(F)c(F)c3)on2)n1 (stereo not given),-2%,·,3.1%,·,·,

# A draw from above in order of number of heavy atoms, ascending.
SMILES,H1N1 NS1A inhibition,M. tuberculosis,inhibitors of VEEV,H37Rv inhibition,Salmonella PhoP GFP,others
O=S(=O)(NCc1ccccn1)C(F)(F)F,-12%,?,0.9%,?,-3%,
CO/N=C/C(C#N)=C/c1ccc(OC)cc1,-3%,12%,0.5%,2%,-5%,
COc1ccc(C(=O)N2CCOCC2)cc1Br,-5%,0%,6.4%,4%,-7%,
Cc1ccccc1C(=O)c1c[nH]c(C(=O)N=CN(C)C)c1,-7%,6%,2.4%,3%,3%,
O=C(Cn1c(S(=O)(=O)Cc2ccccc2)nc2ccccc21)N1CCCCC1,-17%,-1%,0.7%,-6%,1%,inhibitors of VEEV 10K pilot screen=1.0

# (next part)
SMILES,H1N1 NS1A inhibition,M. tuberculosis,inhibitors of VEEV,H37Rv inhibition,Salmonella PhoP GFP,others
CCn1c(Cc2c(C)[nH]c3ccccc23)nnc1SCC(=O)NCc1ccccc1,8%,43%,2.4%,0%,0%,
COc1ccccc1C(=O)Nc1nnc(S(=O)(=O)N2CCN(c3ccc(F)cc3)CC2)s1,4%,0%,6.2%,2%,9%,
CNc1snc(C)c1C(=O)OCC(=O)c1cc(F)ccc1OC,-5%,28%,i,-3%,·,
O=C(NC1CCCC1)C1CCN(C(=O)c2ccccc2Cl)CC1,-8%,-26%,2.6%,5%,13%,
CC1CC(C)CN(S(=O)(=O)c2cc3c(cc2Cl)NC(=O)CO3)C1 (stereo not given),-8%,8%,i,-4%,6%,
O=C(Nc1ccc(Cc2ccncc2)cc1)c1ccc(N2CCOCC2)c([N+](=O)[O-])c1,-2%,22%,1.0%,-7%,13%,
COc1cc(/C=N/Nc2cc(C)nc(NS(=O)(=O)c3ccccc3)n2)ccc1O,-9%,-1%,1.3%,3%,16%,
O=c1[nH]ncn1-c1cccc(C(F)(F)F)c1,1%,-9%,0.8%,-7%,-2%,
CCCN1C(=O)c2ccc(C(=O)Nc3cc(C)ccc3O)cc2C1=O,-1%,35%,0.3%,8%,0%,
Cc1ccc(S(=O)(=O)NCC(=O)OC(C)C(=O)c2ccccc2)cc1 (stereo not given),2%,-24%,2.4%,-2%,1%,
O=C(O)c1cc(-c2ccc3c(c2)OCO3)nc2ccccc12,-4%,1%,3.7%,0%,-8%,
CCc1cc2c(=O)n(CC)c(SC(C)C(=O)Nc3c(C)n(C)n(-c4ccccc4)c3=O)nc2s1 (stereo not given),3%,3%,0.7%,-8%,-4%,
CCCCOP(=O)(CN1CCOCC1)OCCCC,-2%,10%,0.4%,1%,16%,
CS(=O)(=O)Nc1ccccc1C(=O)c1ccccc1,0%,4%,3.2%,10%,14%,
CCOc1cc(C(=S)N2CCOCC2)cc(Br)c1OS(=O)(=O)c1ccccc1,17%,-1%,1.8%,8%,-2%,

# Continued; it opens with the two that closed the last part.
SMILES,H1N1 NS1A inhibition,M. tuberculosis,inhibitors of VEEV,H37Rv inhibition,Salmonella PhoP GFP,others
CS(=O)(=O)Nc1ccccc1C(=O)c1ccccc1,0%,4%,3.2%,10%,14%,
CCOc1cc(C(=S)N2CCOCC2)cc(Br)c1OS(=O)(=O)c1ccccc1,17%,-1%,1.8%,8%,-2%,
Nn1c(SCC(=O)NCc2ccccc2)nnc1C1CC1,22%,18%,2.3%,-6%,-16%,
CC(C)/C(=N\NC(=O)Nc1ccccc1)c1ccccc1,2%,18%,2.2%,-2%,-9%,
CC(=O)N1CCN(CC(=O)Nc2ccc(C)c(F)c2)CC1,-16%,-13%,0.1%,8%,3%,
Cc1c(NC(=O)CSc2nnc(-c3ccncc3)o2)c(=O)n(-c2ccccc2)n1C,-10%,-10%,0.0%,-1%,-8%,
O=C(N/N=C/c1ccc(O)cc1O)c1ccncc1,5.9µM*,37%,1.9%,-4%,1%,
Cc1ccc(CN(Cc2ccc(C)o2)C(=S)NCC(=O)O)cc1,-4%,-12%,1.0%,-3%,-9%,
Cc1cn(CC(=O)NCc2ccc3c(c2)OCO3)c(=O)[nH]c1=O,0%,·,0.3%,·,·,
COc1ccc(CNC(=O)C(c2cccs2)N(C(=O)c2csnn2)C2CC2)cc1 (stereo not given),-4%,11%,i,-4%,7%,
C=CCN1C(C(=O)c2ccccc2)=C(OC(=O)COc2ccccc2)c2ccccc2S1(=O)=O,9%,?,1.2%,-4%,-11%,inhibitors of VEEV 10K pilot screen=8.6
CCOC(=O)C(=O)Nc1nc(-c2ccc3c(c2)CCN3C(=O)C2CC2)c(C)s1,9%,20%,0.5%,0%,-4%,
COc1cc(O)c2c(c1)OC(c1ccc(O)cc1)CC2=O (stereo not given),7%,-1%,0.7%,-7%,6%,
COc1cc(NC(=S)NC2CC(C)(C)NC(C)(C)C2)cc(OC)c1,10%,50%,i,13%,1%,
CCOc1cc(C(=O)NC(CC(=O)O)c2ccc(OC3CCCC3)cc2)cc(OCC)c1OCC (stereo not given),-6%,-10%,1.0%,-4%,-6%,
O=c1/c(=C/c2ccc(O)cc2)sc2n1CCCN=2,-8%,1%,0.4%,2%,-4%,
COc1cc(S(=O)(=O)NC2CCCC2)c(OC)cc1Cl,3%,9%,1.5%,-2%,13%,
Nc1ccc(Sc2nnnn2-c2ccccc2)c(Cl)c1,-5%,13%,0.9%,5%,-6%,
CC1CCN(C(=O)COC(=O)c2ccc(=O)n(Cc3ccccc3)n2)CC1,2%,20%,0.2%,-6%,1%,
O=C1NC(=S)SC1=Cc1ccc2c(c1)OCO2,5%,·,3.5%,·,·,
O=C(CCn1c(=O)oc2cc(Cl)ccc21)Nc1ccc(O)cc1,3%,4%,0.8%,5%,16%,
CCc1cc(=O)oc2c3c(cc(OCC(=O)NCCCCCC(=O)O)c12)OC(C)(C)CC3,-1%,-9%,1.5%,7%,-2%,
CN1CCc2c(sc(/N=C/c3cc(Cl)ccc3O)c2C#N)C1,21%,4%,0.8%,-5%,0%,
COCCNC(=O)CCCn1c(=O)c2cc(OC)c(OC)cc2n(CC(=O)c2ccc(Cl)cc2)c1=O,·,-4%,·,13%,9%,
COc1ccc(C(=S)N2CCOCC2)cc1OC(=O)c1ccc(C)cc1,1%,11%,2.5%,10%,0%,
CCc1ccccc1S(=O)(=O)Cc1ccc(C(=O)NCCc2ccccc2)o1,-4%,12%,2.3%,1%,4%,
CCCC(=O)OCC(=O)Nc1ccc2c(c1)OCO2,-3%,-2%,0.3%,1%,-1%,
COc1cc(Cl)cc(C#N)c1OCC(=O)O,-6%,-9%,i,-4%,-5%,
CCOC(=O)Cc1csc(NC(=O)c2ccc(Br)s2)n1,·,74%,·,70%,7%,
Cc1cc(C(=O)NCC(=O)OC(C(=O)Nc2cc(C(F)(F)F)ccc2Cl)c2ccccc2)ccc1[N+](=O)[O-] (stereo not given),17%,5%,0.8%,5%,3%,
CCN(CC)c1ccc(/C=N/Nc2nc3ccccc3[nH]2)cc1,5%,·,9.7%,·,·,
CC(C)C(=O)Nc1nnc(Cc2c[nH]c3ccccc23)s1,10%,-3%,3.9%,-2%,10%,
CCCc1nnc(SCC(=O)N2CCCC2)n1CC1CCCO1 (stereo not given),2%,-10%,0.2%,-5%,-6%,
C=CC[C@H](CC(=O)NCCO)C(=O)NC[C@H](OC(=O)[C@@H](CC=C)Cc1ccc(F)cc1)c1ccccc1,7%,4%,9.2%,2%,·,
Cc1cccc(OCC(O)CN2CCNCC2)c1 (stereo not given),-18%,-2%,1.0%,2%,0%,
COc1ccc(Cn2c(C)nnc2-c2cnn(C)c2N)cc1,-5%,-10%,0.1%,-11%,7%,
CC(C)OC(=O)c1nnn(-c2nonc2N)c1CSc1ccccn1,2%,-3%,6.4%,0%,1%,
CC(C)N(Cc1ccccc1)C(=O)COC(=O)/C=C/c1cnc2ccccc2n1,2%,?,1.2%,?,2%,
Cc1cccc(OCC(=O)Nc2ncn[nH]2)c1C,0%,-12%,3.2%,-4%,-1%,
Cc1ncc(CO)c2cc(-c3nnc(Nc4ccc5c(c4)OCO5)s3)c(=O)oc12,-1%,-3%,i,8%,3%,
COc1cc2c(cc1OC)C(=O)N(C)CC2,0%,8%,0.9%,-18%,-4%,
Cc1ccc(C2N(C)C(=O)c3ccccc3N2C)cc1 (stereo not given),-7%,11%,0.7%,0%,-3%,
CCN(CC)P(=O)(Oc1ccccc1)Oc1ccccc1,-5%,6%,i,-2%,8%,
O=C(O)CCCCNS(=O)(=O)/C=C/c1ccccc1,-6%,2%,0.5%,0%,12%,
CCN(CC)CC(=O)Nc1sc(C)cc1C(=O)c1ccccc1,6%,49%,i,12%,5%,
COc1cccc(CNS(=O)(=O)c2c(C)[nH]c(C)c2C(=O)N2CCCCC2)c1,3%,12%,i,1%,-5%,
CCN(Cc1nc2ccccc2c(=O)[nH]1)Cc1nc2cc(OC)c(OC)cc2c(=O)[nH]1,1%,32%,3.1%,21%,0%,
Cc1nnc(NCc2n[nH]c(=O)c3ccccc23)c2ccccc12,-7%,0%,7.1%,6%,10%,
COc1ccc(-c2noc(-c3cccc(Cl)c3)n2)cc1OC,0%,18%,2.2%,2%,7%,
CC(C)(C)OC(=O)N1CCC(CC2CC(c3cccc(Br)c3)=NO2)(C(=O)O)CC1 (stereo not given),1%,-8%,0.2%,-4%,-7%,
C#CCOCCOCCOCCNc1nc(N2CCN(C(=O)C([C@@H](C)O)n3cc([C@@H](N)CCCCN)nn3)CC2)nc(N2CCN(C(=O)[C@H](CCC(=O)O)n3cc([C@@H](N)[C@H](C)CC)nn3)CC2)n1 (stereo not given in full),-9%,12%,0.8%,4%,·,
O=C(CCCCCCCC(=O)NCC1CCCO1)NCC1CCCO1 (stereo not given),2%,-4%,2.7%,-8%,-6%,
Cn1c(CCNC(=O)c2ccccc2F)nnc1SCC(=O)Nc1nncs1,6%,2%,0.7%,5%,-4%,
CCOc1cc(-c2nc(-c3cc(OC)c(OC)c(OC)c3)no2)cc(OCC)c1OCC,·,-6%,·,-1%,16%,
C=CCn1c2ccccc2c(=O)c2cc(C#CC3(O)CCCCC3)ccc21,-20%,13%,2.1%,?,-9%,inhibitors of VEEV 10K pilot screen=5.9
COc1ccc(CN2CCNC(=O)C2CC(=O)NC2CCCCCC2)c(C)c1C (stereo not given),-4%,22%,1.7%,-23%,-15%,
CCCOc1cccc(C(=O)Nc2cc(NC(=O)c3ccco3)ccc2OC)c1,-7%,49%,7.7%,-2%,1%,
